Assay outcomes as filed in PubChem.
CAL PDZ FP – blocks peptide binding to the human CAL PDZ domain | purified CAL PDZ, TMR-peptide fluorescence polarization, 1 h | 300,000 compounds, 0.92% hits | Q9HD26 | AID 602252 | inhibition, % at 24.9 µM;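 active means mean inhibition of at least 30% with at least half of replicates also reaching 30%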;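 further: 0% = DMSO neutral control and 100% = excess unlabeled competitor peptide PRC23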
RTF Ca sens act – cardiac RTF calcium sensitization. P19429+P45379. IANBD-labeled TnC RTF fluorescence at EC20 calcium; 0% EC20 calcium, 100% full calcium. activation, % at 7.2 µM. 340,000 compounds, 0.24% hits;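 active means activation above the mean over all tested compounds plus 3 SD, cut at about 30% in these data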;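 further: rise in fluorescence read as greater calcium sensitivity of cardiac thin filaments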
Keap1-Nrf2 PPI – disrupts human Keap1 binding to Nrf2 peptide | Q14145 | Keap1 Kelch-Nrf2 peptide fluorescence polarization, 1536-well | inhibition, % at 9.4 µM | 340,000 compounds, 0.15% hits | AID 504523; in the data active means inhibition above about 12%;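 further: human Keap1 Kelch domain with fluorescein labeled Nrf2 9mer peptide probe; 0% = neutral control wells and 100% = peptide positive control; higher means more block of Keap1 binding to Nrf2 peptide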
LANA DNA inh – blocks KSHV LANA C-terminal domain binding to DNA; AID 504423; inhibition, % at 9 µM; MBP-C-LANA/FAM-LBS DNA binding, fluorescence polarization; 340,000 compounds, 0.078% hits;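 active means highest replicate inhibition at or above 60% at 9 µM, even if other replicates fall short; inactive means all replicates below 60% inhibition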;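 further: 0% = neutral control wells and 100% = 4 µM acridine orange control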
MOR-DOR inv ag – inverse agonists of human mu-delta opioid receptor heterodimerization; cell-based MOR-DOR heterodimer luminescence, inverse agonism; inhibition, % at 9.3 µM; 340,000 compounds, 0.21% hits; P35372+P41143; in the data active means inhibition above about 22%, passing the limit was not always enough;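 further: 0% = cells with DMSO and 100% = wells without cells with DMSO; values of inactives mirror those of a sister screen read the other way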
Target sequence (P35372 whole entry, looked up): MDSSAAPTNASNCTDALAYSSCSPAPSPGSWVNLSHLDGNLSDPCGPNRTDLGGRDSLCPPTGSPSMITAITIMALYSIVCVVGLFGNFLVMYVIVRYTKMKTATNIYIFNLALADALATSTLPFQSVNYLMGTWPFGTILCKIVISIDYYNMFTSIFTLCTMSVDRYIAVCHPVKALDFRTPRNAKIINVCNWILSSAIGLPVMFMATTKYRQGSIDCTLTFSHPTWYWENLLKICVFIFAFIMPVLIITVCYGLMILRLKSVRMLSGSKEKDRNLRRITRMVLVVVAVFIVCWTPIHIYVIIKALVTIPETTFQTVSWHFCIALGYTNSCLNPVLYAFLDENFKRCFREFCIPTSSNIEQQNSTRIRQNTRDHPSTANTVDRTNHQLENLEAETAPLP
Target sequence (P41143 whole entry, looked up): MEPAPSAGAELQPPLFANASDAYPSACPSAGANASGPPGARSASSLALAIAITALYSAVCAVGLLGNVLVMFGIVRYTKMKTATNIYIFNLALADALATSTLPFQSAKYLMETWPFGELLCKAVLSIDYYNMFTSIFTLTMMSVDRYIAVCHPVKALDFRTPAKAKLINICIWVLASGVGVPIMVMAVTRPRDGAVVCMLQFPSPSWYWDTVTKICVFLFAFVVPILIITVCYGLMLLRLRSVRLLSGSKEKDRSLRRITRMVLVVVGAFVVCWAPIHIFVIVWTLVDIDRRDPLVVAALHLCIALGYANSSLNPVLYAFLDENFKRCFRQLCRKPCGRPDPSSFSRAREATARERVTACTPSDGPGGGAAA
MOR-DOR ag – OPRM1-OPRD1 heterodimerization agonism; P35372+P41143; cells, luminescence; activation, % at 9.3 µM; 340,000 compounds, 0.3% hits; AID 504326; in the data active means activation above about 18%;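 further: 0% = vehicle-treated cells and 100% = reference agonist; values of inactives mirror those of a sister screen read the other way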
V-ATPase pHluor – regulators of yeast V-ATPase proton transport. S. cerevisiae, pHLuorin cytosolic pH fluorescence. response, % at 10 µM. 350,000 compounds, 0.37% hits; in the data active means response mostly above about 7.3%, no sharp cut-off; inactive means mostly below about 5.4%; further: actives read high; inactives centre near 0; some compounds called inactive have numbers as strong as hits; reference of the scale not given here
HTR5A inv ag – inverse agonist of human HTR5A in OPRM1-OPRD1 counter-screen; P47898; HTR5A cell line, luminescence, inverse agonism; inhibition, % at 9.3 µM; 340,000 compounds, 0.083% hits; AID 504634; in the data active means inhibition mostly above about 23%, no sharp cut-off; inactive means mostly below about 18%;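 further: 0% = cells with DMSO and 100% = no-cell wells with DMSO; some compounds called inactive have numbers as strong as hits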
Cardiac RTF inh – cardiac RTF calcium desensitization; P19429+P45379; inhibition, % at 7.15 µM; IANBD-labeled cardiac RTF, Ca2+ fluorescence; 340,000 compounds, 0.12% hits;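 active means inhibition above the mean inhibition of all tested compounds plus 3 SD, cut at about 17% in these data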;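 further: assay run at fixed EC70 calcium of 1.6 mM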
HTR5A ag – activates human HTR5A in OPRM1-OPRD1 agonist counter-screen. P47898. HTR5A agonist assay, luminescence, cell-based. activation, % at 9.3 µM. 340,000 compounds, 0.61% hits; in the data active means activation mostly above about 9.5%, no sharp cut-off; inactive means mostly below about 7.6%;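 further: 0% = cells with vehicle only and 100% = reference agonist; strong numbers were not always called active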
* = called active by the depositor; · = not tested or not shown.

SMILES	CAL PDZ FP	RTF Ca sens act	Keap1-Nrf2 PPI	LANA DNA inh	MOR-DOR inv ag	MOR-DOR ag	V-ATPase pHluor	HTR5A inv ag	Cardiac RTF inh	HTR5A ag
CCOC(=O)c1sc(NS(=O)(=O)c2ccccc2)nc1C	-4.4	7.1	-1.0	1.7	5.9	-1.0	0.0	17.3	-3.7	3.4
O=C(c1ccc2c(c1)OCO2)N1CCN(c2ccc(Cl)cc2)CC1	-1.4	2.2	-0.7	0.0	6.4	-1.1	1.2	21.0	-1.2	2.0
O=C1CCC[C@@H]2C[C@@]3(C[C@@H]4CCN1[C@H]24)Nc1cc(Cl)c(Cl)cc1NC3=NCc1ccccc1	0.2	7.3	-7.7	-0.1	15.3	-2.7	-2.1	-5.8	-0.3	-0.4
NC(=O)C1CCN(CC(O)COCc2ccccc2Cl)CC1 (stereo unspecified)	-3.6	-6.3	-5.4	-3.9	1.7	-0.3	-5.7	-2.3	-1.6	4.3
CSC1=NC2(CCCCC2)CC12C=CC(=O)C=C2	·	1.1	-7.9	-0.6	6.9	-1.3	-5.5	-6.1	0.5	2.2
CC1(C)N(O)CC(c2cccs2)=[N+]1[O-]	·	-1.3	-5.1	0.2	10.2	-1.9	2.8	13.7	-3.8	-4.2
O=C(Nc1ccccc1C(=O)NCCCN1CCOCC1)c1ccc(F)cc1	1.9	4.5	-4.0	0.4	2.0	-0.6	5.2	4.0	-1.6	-2.1
O=C(NC1CCCCCC1)C1CCC(CNS(=O)(=O)c2ccc(Br)s2)CC1 (stereo unspecified)	-1.9	-0.7	-2.7	-0.4	-53.5	9.8	-1.9	-14.5	-23.0	-0.3
Cc1ccc(C(=O)NCCc2ccc(F)cc2)s1	-6.0	-2.9	-4.9	0.6	11.4	-2.4	-4.1	0.2	5.4	-0.1
CCCCn1c(SCC(N)=O)nc2c(sc3ccccc32)c1=O	-2.0	-1.6	-3.3	2.7	1.1	-0.2	-1.8	11.6	-2.8	-3.8
Cc1ccc(C)n1CCN1CCN(S(=O)(=O)c2ccc(F)cc2F)CC1	-4.0	8.2	0.6	-1.2	16.4	-3.3	-2.3	-16.7	0.8	1.1
COc1ccc(S(=O)(=O)N2CCN(Cc3c[nH]c4ccccc34)CC2)cc1	-2.7	-0.1	-8.5	1.8	5.1	-1.2	7.8*	7.4	3.5	3.5
CC(CCc1ccccc1)NC(=O)CN1CCc2ccccc2C1 (stereo unspecified)	·	2.1	-1.5	0.8	-14.9	2.9	1.1	-10.5	7.4	3.7
Cc1ccc(N(CC(=O)NC(C)(C)C)C(=O)CCC(=O)Nc2nccs2)cc1C	-4.0	-3.7	8.8	0.1	10.4	-2.1	-0.5	-1.2	1.1	0.3
C=CCN=C1N[C@@H](c2ccccc2)C(C(=O)OC)=C(C)N1CC	-3.0	-4.9	-1.2	0.3	14.8	-2.7	1.5	1.9	-1.8	-2.6
Cc1cccc(NC(=O)[C@H](Cc2c[nH]c3ccccc23)NC(=O)[C@@H]2Cc3ccccc3CN2)c1	-2.5	6.3	-7.9	0.1	-5.6	1.1	2.1	-12.8	-4.5	-2.7
Cc1nc2ccccc2nc1N1CCCC1	-4.9	9.0	0.4	0.5	9.8	-1.8	2.5	-2.2	-2.9	0.8
CC1CN(C(=S)Nc2ccccc2)N(c2ccccc2)C1 (stereo unspecified)	67.1*	-2.5	2.6	1.6	-6.4	0.9	-1.7	0.8	-8.2	-0.3
COc1ccc2nc(N/C(N)=N/C(=S)Nc3cccc(C)c3)nc(C)c2c1	-4.1	-11.0	-8.1	-2.0	-2.0	0.3	-1.4	14.8	4.9	-3.0
Brc1ccc(-n2cc(-c3ccccc3)c3c(NN4CCOCC4)ncnc32)cc1	-6.3	-15.2	-4.3	-1.0	25.8	-4.8	-0.7	1.7	-6.9	-2.7
COc1ccc(NC(=O)N2CCn3c2nc2ccccc23)cc1	-2.8	-6.0	-0.3	0.2	·	·	0.8	·	-4.2	·
Cc1cc(=O)oc2cc(Oc3ccc([N+](=O)[O-])cc3C(F)(F)F)ccc12	-4.4	-7.5	-6.6	-0.4	-9.7	1.6	-1.4	-23.0	6.8	-2.2
O=C1CN(c2ccccc2)C(=S)N1C(=O)c1ccc(Br)cc1	-1.1	0.4	-1.1	-1.0	7.6	-1.4	-2.6	15.0	-4.7	1.2
CCOc1cc(CNCc2ccc3c(c2)OCO3)ccc1OC	-3.5	2.3	-5.0	2.6	5.3	-1.0	0.9	-19.7	-1.6	7.1
O=C(CSCc1ccc(Cl)cc1)Nc1cccc(C(=O)Nc2ccccc2C(=O)O)c1	-2.6	6.3	-3.3	0.2	-39.6	6.7	-6.3	8.4	1.1	5.6

Of the compounds above, 2 have an NH in an aromatic ring:
SMILES	CAL PDZ FP	RTF Ca sens act	Keap1-Nrf2 PPI	LANA DNA inh	MOR-DOR inv ag	MOR-DOR ag	V-ATPase pHluor	HTR5A inv ag	Cardiac RTF inh	HTR5A ag
COc1ccc(S(=O)(=O)N2CCN(Cc3c[nH]c4ccccc34)CC2)cc1	-2.7	-0.1	-8.5	1.8	5.1	-1.2	7.8*	7.4	3.5	3.5
Cc1cccc(NC(=O)[C@H](Cc2c[nH]c3ccccc23)NC(=O)[C@@H]2Cc3ccccc3CN2)c1	-2.5	6.3	-7.9	0.1	-5.6	1.1	2.1	-12.8	-4.5	-2.7

The listing continues.
SMILES	CAL PDZ FP	RTF Ca sens act	Keap1-Nrf2 PPI	LANA DNA inh	MOR-DOR inv ag	MOR-DOR ag	V-ATPase pHluor	HTR5A inv ag	Cardiac RTF inh	HTR5A ag
O=C(CC(O)(CC(=O)OCc1ccccc1)C(=O)OCc1ccccc1)OCc1ccccc1	-2.9	1.1	-5.2	2.7	-32.2	6.6	4.1	-3.3	-5.3	0.8
COc1ccccc1NC(=O)c1ccc(NC(=O)C2CC2C)cc1 (stereo unspecified)	-1.9	-2.6	-0.9	-0.4	12.3	-3.0	-1.3	-9.7	2.2	4.0
O=C(NC(=O)c1c(F)cccc1F)Nc1ccccc1SC(F)F	-0.7	-1.4	-0.1	-1.5	-0.2	0.0	-3.5	7.6	-1.1	1.6
COc1ccccc1OCc1ccc(C(=O)NCC2CCCO2)cc1 (stereo unspecified)	-4.5	2.8	-9.8	-0.7	4.9	-1.1	6.3	-17.2	-4.0	7.0
CCCNC(=O)CCc1c(C)nc2nc(-c3cc(OC)cc(OC)c3)nn2c1C	45.8*	2.0	-0.5	1.4	3.8	-0.6	1.2	-5.7	-9.8	2.2
CC(=O)Nc1ccc(S(=O)(=O)Nc2ccc3c(c2)n(C)c(=O)n3C)c(C)c1	4.5	-6.7	-0.9	-0.2	-3.6	0.5	-4.3	2.2	1.2	-0.8
Nc1c(C=C2C=CC(=O)C=C2)c(=O)nc2snc(SCc3ccccc3)n12	-0.1	1.1	-0.8	2.2	13.9	-2.6	9.4	-8.9	2.1	0.3
COc1ccc(CN(Cc2cccn2C)S(=O)(=O)c2ccc(C)cc2)cc1	-8.2	3.9	5.5	1.9	-6.5	1.3	2.4	-7.3	-6.8	-0.3
COc1ccc(NC(=O)COc2cccc3c2CCNC3=O)cc1	-3.3	-5.5	0.5	0.6	8.7	-1.3	-1.8	2.4	-3.2	2.5
Cc1ccc(S(=O)(=O)Nc2nc(C)c(NC(=O)OCCCl)s2)cc1	·	-4.4	-3.9	-0.4	2.2	-0.4	-1.2	-10.1	-1.5	2.2
Cc1c(C(=O)Nc2ccc(S(N)(=O)=O)cc2)oc2ccc(Cl)cc12	3.1	3.0	-5.2	-0.9	-8.2	1.6	-0.1	-4.7	-6.8	1.7
CCCCc1nc(SCC(=O)N2CCCCC2)c2c(=O)n(C)c(=O)n(C)c2n1	-10.6	-2.7	-1.8	-0.5	-0.3	0.1	3.9	-9.4	-16.9	3.9
CCCn1c(N)c(C(=O)CSc2nc3ccccc3n2CCC#N)c(=O)n(C)c1=O	-3.2	0.3	-1.2	0.3	14.1	-2.5	-3.3	-16.5	-1.1	-3.9
O=C(N/C(=C\c1ccc(O)cc1)C(=O)N1CCCCC1)c1ccccc1	-2.0	-1.6	-1.0	1.1	9.6	-2.0	-1.9	2.1	2.5	-0.6
COc1ccc(C(=O)CSc2nn3c(=O)c(C(C)(C)C)nnc3s2)cc1	-4.8	1.3	2.4	0.3	15.2	-2.7	1.6	-18.5	-6.8	4.8
CCOC(=O)/C(C#N)=C/C=C1/C=CC=CN1C	·	2.2	-3.1	-1.2	17.1	-3.3	-1.2	-42.8	-4.0	-8.3
COc1cccc(/C=N/n2c(N)nc3ccccc32)c1OC	-4.5	6.3	-4.8	0.5	9.0	-1.6	2.1	-20.2	-9.8	7.8
CCN1C(=NCc2ccc(OC)cc2)N[C@@H](c2ccccc2)C(C(=O)OC)=C1C	-19.8	-1.5	0.0	3.3	17.4	-3.1	-0.1	0.6	-12.6	-1.1
O=C(/C=C/c1ccco1)N1CCc2ccccc21	·	7.1	-2.0	-1.0	-11.8	2.2	-1.2	24.1	-4.4	-1.8
N#Cc1ccccc1NC(=O)c1ccc2c(c1)OCO2	0.2	-0.6	-4.4	-1.7	5.0	-0.9	-4.3	12.7	-0.8	-0.4
CCOC(=O)c1ccccc1NC1c2ccccc2C(=O)N1c1ccc(C)cn1 (stereo unspecified)	-1.5	2.0	-0.3	0.8	3.1	-0.5	3.6	8.8	0.4	0.7
CNC(=S)N(Cc1ccccc1)Cc1cccnc1	·	-3.8	1.0	-0.7	17.6	-3.5	0.2	-9.4	-7.0	4.2
COc1ccc(Oc2c(-c3ccc(O)cc3O)n[nH]c2C)cc1	-2.6	3.9	-3.6	0.3	0.2	-0.1	-1.7	-1.1	-4.5	-4.1
Cc1ccc(/C=N/NC(=O)C2=NNC(c3ccccc3)(c3ccccc3)C2)c(O)c1	0.8	1.9	0.8	1.4	1.9	-0.4	-0.3	-22.5	-4.8	0.8
O=C(NCc1ccc2c(c1)OCO2)Nc1ccc2nsnc2c1	3.4	0.2	-2.3	1.3	-4.4	0.8	-0.1	-0.2	-5.0	0.1
O=C(CNS(=O)(=O)c1ccc(Br)s1)NCC1COc2ccccc2O1 (stereo unspecified)	-0.7	-7.2	-3.6	1.1	-13.8	2.5	2.0	-6.8	-1.3	-0.9
CCCc1nc(N)sc1C(=O)OCC	0.8	-2.9	0.4	-0.8	14.9	-3.5	-4.7	12.5	-3.8	-5.0
Cc1cccc2c1-c1sc(C(=O)Nc3cccnc3)cc1CO2	-7.9	0.8	-5.8	-0.4	-18.9	3.7	2.0	-25.6	2.7	10.8*
Cc1cccc(NC(=O)Cc2ccc(NC3=NC4CS(=O)(=O)CC4S3)cc2)c1 (stereo unspecified)	1.5	4.0	-1.2	-0.3	-0.1	0.0	-2.5	-30.4	-5.2	1.7

Copied from the list.
V-ATPase pHluor with `CCCn1c(N)c(C(=O)CSc2nc3ccccc3n2CCC#N)c(=O)n(C)c1=O` → -3.3
HTR5A inv ag with `Cc1ccc(S(=O)(=O)Nc2nc(C)c(NC(=O)OCCCl)s2)cc1` → -10.1
Keap1-Nrf2 PPI with `CCCc1nc(N)sc1C(=O)OCC` → 0.4
Cardiac RTF inh with `N#Cc1ccccc1NC(=O)c1ccc2c(c1)OCO2` → -0.8
MOR-DOR inv ag with `CCOC(=O)/C(C#N)=C/C=C1/C=CC=CN1C` → 17.1
HTR5A ag with `O=C(NCc1ccc2c(c1)OCO2)Nc1ccc2nsnc2c1` → 0.1
